# HCV core dimer = inhibitors of HCV core protein dimerization, primary screen, biochemical, TR-FRET, high-throughput | AID 1899, 2009 | TR-FRET GST/Flag-core106 dimerization, 1536-well | inhibition, % at 5 µM | 300,000 compounds, 0.33% hits;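 active = inhibition above the mean of all tested compounds plus 3 SD, set per screening campaign, cut at about 45% in these data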
#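 Assay system: tagged HCV core106 pair (GST and Flag); medium: KF-containing HEPES buffer, pH 7.45, DTT, CHAPS, BSA; also added: Eu donor and XL665 acceptor anti-tag antibodies; dosing: 5 µM single dose; timing: compound-protein-antibody incubation 4 h at 22.5 °C; signal: TR-FRET 671 and 617 nm emission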
# PAFAH2 FP inh = PAFAH2 enzyme inhibitors, primary screen, biochemical, fluorescence polarization, human | recombinant PAFAH2, FP-rhodamine activity probe | 340,000 compounds, 0.99% hits | inhibition, % at 3.39 µM | Platelet-activating factor acetylhydrolase 2, cytoplasmic (Homo sapiens), Q99487 | AID 492956, 2010;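 active = inhibition above the mean over all tested compounds plus 3 SD, cut at about 30% in these data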;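 also: inhibitors block probe labeling of enzyme so polarization drops; 0% = enzyme with DMSO and 100% = wells lacking PAFAH2 protein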
# AHR act = AHR activators, primary screen, cell-based, luminescence, luciferase reporter, human; 320,000 compounds, 2.5% hits; Aryl hydrocarbon receptor (Homo sapiens), P35869; AHR-responsive luciferase reporter cells; activation, % at 5 µM; in the data active = activation above about 47%;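 also: 0% = vehicle wells and 100% = reference agonist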
# Fh CTSL1 inh = Fasciola hepatica cathepsin L1 inhibitors, primary screen, counter-screen for PFM18AAP inhibitor project, biochemical, QFRET, fluorogenic peptide substrate; recombinant F. hepatica cathepsin L1, Z-Leu-Arg-MCA fluorescence; inhibition, % at 5.96 µM; 300,000 compounds, 0.49% hits;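 active = inhibition above the mean of all tested compounds plus 3 SD, set per screening campaign, cut at about 17% in these data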;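 also: 0% = plate median of test compound wells and 100% = 1 µM Z-Phe-Ala-diazomethylketone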
# TPT1 inhibitor = Candida albicans TPT1 enzyme inhibitors, primary screen, biochemical, fluorescence polarization; recombinant caTPT1, FP RNA substrate dephosphorylation; inhibition, % at 5 µM; 300,000 compounds, 0.81% hits; AID 1962, 2009;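 active = inhibition above the mean of all tested compounds plus 3 SD, set per screening campaign, cut at about 24% in these data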;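 also: plate controls were DMSO alone for no effect and ferristatin control at 100 nM for full effect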
# PP5 primary = PP5 phosphatase inhibitors, primary screen, biochemical, fluorescence. purified PP5c, OMFP substrate fluorescence. inhibition, % at 6.7 µM. 320,000 compounds, 0.18% hits. AID 1987, 2009;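 active = inhibition above the campaign's mean inhibition across all tested compounds plus 3 SD, cut at about 9.5% in these data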;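 also: 0% = DMSO only and 100% = 100 µM cantharidin control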
# Target sequence (P53041 whole entry, looked up): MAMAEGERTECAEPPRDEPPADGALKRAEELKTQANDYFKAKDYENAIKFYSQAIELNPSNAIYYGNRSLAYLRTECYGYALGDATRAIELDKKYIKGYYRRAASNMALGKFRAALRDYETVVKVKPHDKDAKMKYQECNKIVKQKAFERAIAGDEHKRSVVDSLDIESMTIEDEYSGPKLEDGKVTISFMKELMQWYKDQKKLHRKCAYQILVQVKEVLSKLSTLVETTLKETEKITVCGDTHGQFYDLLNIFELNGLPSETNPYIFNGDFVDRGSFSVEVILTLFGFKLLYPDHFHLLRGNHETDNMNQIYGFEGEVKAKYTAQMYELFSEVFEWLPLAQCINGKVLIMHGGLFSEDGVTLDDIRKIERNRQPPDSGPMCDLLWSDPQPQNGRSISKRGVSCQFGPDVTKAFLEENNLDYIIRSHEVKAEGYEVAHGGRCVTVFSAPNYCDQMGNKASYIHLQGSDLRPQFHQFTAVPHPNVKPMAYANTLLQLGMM
# procasp7 counter = procaspase-7 activators, primary screen, counter-screen for procaspase-3 activator project, biochemical, absorbance, HTS, human; Caspase-7 (Homo sapiens), P55210; recombinant procaspase-7, Ac-DEVD-pNA absorbance 405 nm; D23A/D198A/D206A triple mutant, cannot self-cleave; scale: DMSO 0, 5 µM enzyme 100; activation, % at 8.5 µM; 330,000 compounds, 0.093% hits; AID 463210, 2010;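 active = percent activation above the screen-wide mean plus 3 SD, cut at about 25% in these data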
#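 Assay system – Uncleavable procaspase-7 mutant enzyme · Quantity – 2 µM procaspase-7 mutant as dispensed · Times – 1 h preincubation, 2 h reaction · Dosing – single nominal 8.5 µM compound dose, 0.8% DMSO final · Buffer or medium – Zinc-free 50 mM HEPES buffer, pH 7.4, with NaCl and Triton X-100 · Detection – Epi-absorbance of released pNA at 405 nm, two timepoints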
# PP1 counter = PP1-alpha phosphatase inhibitors, primary screen, counter-screen for PP5 inhibitor project, biochemical, fluorescence, OMFP substrate, single point; Serine/threonine-protein phosphatase PP1-alpha catalytic subunit (Homo sapiens), P62136; inhibition, % at 6.7 µM; 320,000 compounds, 0.9% hits; purified PP1alpha;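 active = inhibition above the mean inhibition of all tested compounds plus 3 SD, computed separately for each screening campaign, cut at about 15% in these data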
# Target sequence (P62136 whole entry, looked up): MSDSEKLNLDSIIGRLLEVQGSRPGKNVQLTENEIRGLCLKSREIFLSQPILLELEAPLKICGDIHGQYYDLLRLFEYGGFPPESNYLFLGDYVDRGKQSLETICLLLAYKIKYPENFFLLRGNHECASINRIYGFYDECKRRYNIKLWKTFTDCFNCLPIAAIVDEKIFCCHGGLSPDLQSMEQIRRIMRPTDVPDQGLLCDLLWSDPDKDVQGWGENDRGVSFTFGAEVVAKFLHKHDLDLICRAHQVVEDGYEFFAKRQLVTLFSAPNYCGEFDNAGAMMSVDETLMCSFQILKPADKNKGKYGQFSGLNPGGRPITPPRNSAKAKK
# procasp3 activ = activators of human procaspase-3 D3A mutant, primary screen, biochemical, absorbance, PC-3 D3A mutant, single concentration. recombinant procaspase-3 D3A, Ac-DEVD-pNA absorbance 405 nm. activation, % at 8.5 µM. 330,000 compounds, 0.11% hits. AID 463141, 2010;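 active = activation above the mean of all tested compounds plus 3 SD, cut at about 21% in these data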;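 also: 0% = DMSO alone and 100% = DMSO wells spiked with extra 5 µM PC-3 D3A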
#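 Assay system: Autoprocessing-dead procaspase-3 D3A mutant enzyme; also added: Ac-DEVD-pNA; doses: one concentration, 8.5 µM nominal, 0.8% DMSO; times: 1 h compound preincubation, 2 h substrate hydrolysis at 25 °C; technique: 405 nm absorbance of p-nitroaniline, reads at 0 and 120 min; measure: % activation between DMSO and enzyme-spiked controls; repeats: single replicate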
# * hit, by the source's call; x = no result given. Compounds were not picked by outcome; any-hit rate near 5.6%.
SMILES,HCV core dimer,PAFAH2 FP inh,AHR act,Fh CTSL1 inh,TPT1 inhibitor,PP5 primary,procasp7 counter,PP1 counter,procasp3 activ
Cc1cc(C(=O)Nc2ccncc2)c2ccccc2n1,-6,1,8,0,-2,-0.7,-2,-3,-4
NNc1cc(C(=O)O)ccc1Cl,-5,0,19,-3,5,2.6,-3,-2,-9
COc1cccc(OC)c1C(=O)NC(=O)NNc1cc(C(F)(F)F)cc(C)n1,0,0,15,-2,-3,2.3,1,0,-2
CCOc1cccc(CN2CCN(Cc3ccc(C)o3)C(CCO)C2)c1O (configuration not stated),-3,4,5,-2,0,-0.6,-5,-6,9
O=C(O)Cn1ccnc1,-8,5,1,-1,-3,-2.4,1,4,5
COc1cccc(NC(=O)c2ccccc2N(Cc2ccccc2)S(C)(=O)=O)c1,2,3,4,-2,-1,1.2,0,-7,-1
O=C(Cn1ncc(Cl)c(Cl)c1=O)Nc1ccc2c(c1)OCO2,x,-2,1,x,x,3.1,-12,8,3
C[C@@H](NC(=O)CN1C(=O)c2ccccc2S1(=O)=O)c1ccccc1,-4,2,0,2,1,-1.7,-8,-3,5
COc1ccc(CC(=O)Nc2nc(C)cs2)cc1,1,-1,2,-3,0,0.0,6,-2,6
COc1ccc2c(c1)C1=C(CC2)C(c2ccc(C)cc2)NC(=S)N1 (configuration not stated),3,2,0,-2,-3,0.3,-10,2,-1
CCN(CC)C(=O)C(=O)c1cn(CCOc2ccccc2)c2ccccc12,4,0,2,-10,10,1.4,2,-2,-1
CC1=CS/C(=C(/C#N)C(=O)NCc2ccco2)N1c1ccccc1,-6,0,-1,1,-2,-0.7,-6,-1,-4
CP(C)(=O)CCP(=O)(c1ccccc1)c1ccccc1,5,-7,1,4,-2,-1.4,14,-3,13
C/C(CCN1CCc2nc(-c3ccccc3)c(-c3ccccc3)cc2C1)=N\O[C@H](C)c1cn([C@H](CO)Cc2ccccc2)nn1,7,x,5,1,3,2.4,7,9,3
O=c1oc2ccccc2c(NC(c2ccccc2)c2ccccc2)c1[N+](=O)[O-],12,-5,4,-5,1,-0.2,2,4,-9
CC1CCc2sc(C(=O)NC3CCCCC3)cc2C1 (configuration not stated),x,-8,1,x,x,-1.5,11,-2,6
O=[N+]([O-])c1cc2oc3c(c2c(C=NCc2ccccc2)c1O)CCCC3,17,17,0,5,1,-0.7,-5,-1,6
Cc1cc(N2CCN(c3ccccc3F)CC2)nc2cc(O)ccc12,-1,7,17,5,0,0.5,3,-1,6
O=C(c1cc(-c2cccc(Cl)c2)nc2ccccc12)N1CCCC1,-10,7,13,5,-3,2.4,-2,-1,-6
COc1cc(/C=C2\C(=N)N3N=C(S(C)(=O)=O)SC3=NC2=O)ccc1OCCOc1ccccc1C,17,-16,7,4,6,-1.2,-5,10,2
COc1ccc(N(CC(=O)Nc2cccc(OC)c2)S(=O)(=O)c2c(C)nn(C)c2C)cc1,1,0,2,-4,-1,-0.2,4,-2,1
O=C(NC1CC(=O)c2sccc21)c1ccc(Cl)cc1Cl (configuration not stated),1,8,9,-1,-1,0.4,9,-3,0
O=C(c1ccc(Br)s1)N1CCN(S(=O)(=O)c2ccccc2)CC1,14,1,-1,-1,2,0.2,-8,5,2
Cc1cccc(-c2nc3c(c(=O)c4ccccc4n3C)c(=O)n2-c2ccccc2)c1,6,6,-3,-3,-5,1.1,0,-9,-5
CCOc1ccc(CN(C)CC(=O)NCc2ccccc2)cc1,4,0,2,-1,2,-0.8,2,-3,-2
O=C(O)c1ccc2noc(-c3ccccc3)c2c1,-8,7,12,5,7,4.6,-15,0,-18
Cc1cccc(CN2CCN(CC(=O)NCc3cccs3)C2=O)c1,-7,1,3,-5,-1,-0.5,-6,-2,4
COc1ccc(C(CNC(=O)c2cccc(S(=O)(=O)Nc3cccc(C)c3)c2)N2CCOCC2)cc1 (configuration not stated),1,2,24,7,-2,1.1,-2,-3,1
Cc1cc(C)cc(NC(=O)COC(=O)CN=C2NS(=O)(=O)c3ccccc32)c1,-1,4,1,3,-1,-0.6,16,-1,0
COc1ccc(C(CNC(=O)c2cc(S(=O)(=O)N3CCN(c4ccccc4)CC3)ccc2Cl)N(C)C)cc1 (configuration not stated),x,3,1,x,x,x,9,x,0
CC(C)CC(=O)N1CCN(S(=O)(=O)c2ccc3ccccc3c2)CC1,3,12,2,0,-1,3.2,3,-1,-5
COc1ccc(-c2nc(NC(=O)Cn3cnnn3)sc2C)cc1,2,-3,17,-2,0,-4.2,-2,2,-3
O=C1CCC(C(=O)Nc2ccc(Cl)cc2)N1 (configuration not stated),3,-2,0,3,-3,2.2,-5,0,10
COc1ccccc1CN(CC(=O)NCc1ccc2c(c1)OCO2)C(=O)c1csnn1,-2,-8,1,-2,1,-0.4,1,-2,-2
CCC1CCC(c2nnc(-c3ccc(Br)cc3)o2)CC1 (configuration not stated),6,-4,1,-3,4,-1.6,-3,2,-3
COc1ccc(/C=N/NC(=O)c2[nH]c(C)c(C(=O)N/N=C/c3ccc(OC)cc3)c2C)cc1,-2,-5,31,6,-4,3.0,-1,1,3
CS(=O)(=O)N(CC(=O)N1CCN(c2ccccc2)CC1)c1ccc(Cl)c(C(F)(F)F)c1,5,7,-2,4,2,4.3,1,-1,4
CC1CCCC(n2c(=S)[nH]c3ccccc3c2=O)C1C (configuration not stated),-1,3,-2,3,-3,6.8,9,4,3
CCOC(=O)c1c(C)[nH]c(C)c1S(=O)(=O)N1CCN(c2ccc([N+](=O)[O-])cc2)CC1,6,2,2,8,1,0.3,-25,-1,-20
Cc1ccc2c(c1)N(CC(=O)N1CCCCCC1)C(=O)C(C)O2 (configuration not stated),1,3,1,0,-4,1.9,2,-1,17

# Not a retest: nine of the compounds above.
SMILES,HCV core dimer,PAFAH2 FP inh,AHR act,Fh CTSL1 inh,TPT1 inhibitor,PP5 primary,procasp7 counter,PP1 counter,procasp3 activ
COc1ccc(-c2nc(NC(=O)Cn3cnnn3)sc2C)cc1,2,-3,17,-2,0,-4.2,-2,2,-3
O=C1CCC(C(=O)Nc2ccc(Cl)cc2)N1 (configuration not stated),3,-2,0,3,-3,2.2,-5,0,10
COc1ccccc1CN(CC(=O)NCc1ccc2c(c1)OCO2)C(=O)c1csnn1,-2,-8,1,-2,1,-0.4,1,-2,-2
CCC1CCC(c2nnc(-c3ccc(Br)cc3)o2)CC1 (configuration not stated),6,-4,1,-3,4,-1.6,-3,2,-3
COc1ccc(/C=N/NC(=O)c2[nH]c(C)c(C(=O)N/N=C/c3ccc(OC)cc3)c2C)cc1,-2,-5,31,6,-4,3.0,-1,1,3
CS(=O)(=O)N(CC(=O)N1CCN(c2ccccc2)CC1)c1ccc(Cl)c(C(F)(F)F)c1,5,7,-2,4,2,4.3,1,-1,4
CC1CCCC(n2c(=S)[nH]c3ccccc3c2=O)C1C (configuration not stated),-1,3,-2,3,-3,6.8,9,4,3
CCOC(=O)c1c(C)[nH]c(C)c1S(=O)(=O)N1CCN(c2ccc([N+](=O)[O-])cc2)CC1,6,2,2,8,1,0.3,-25,-1,-20
Cc1ccc2c(c1)N(CC(=O)N1CCCCCC1)C(=O)C(C)O2 (configuration not stated),1,3,1,0,-4,1.9,2,-1,17

# (listing goes on)
SMILES,HCV core dimer,PAFAH2 FP inh,AHR act,Fh CTSL1 inh,TPT1 inhibitor,PP5 primary,procasp7 counter,PP1 counter,procasp3 activ
O=C(Nc1cccc(C(F)(F)F)c1)c1cc(Br)cc2c1OCC2,22,2,31,2,-2,-2.3,8,-8,1
CCOC(=O)CSC1=NN2CCS(=O)(=O)N=C2S1,-1,-10,1,-2,0,-1.9,3,-2,0
O=C(CCC(=O)c1ccccc1)NCCc1c[nH]c2ccccc12,-6,9,2,-1,-2,0.4,-3,0,0
COc1cc(C(=O)Oc2ccc3ccc(O)cc3c2)cc(OC)c1OC,7,-6,13,0,-1,7.6,2,-4,-3
CCN(CC)C(=O)N1CCC(NC(=O)Cc2ccccc2)CC1,-2,-4,4,-2,2,1.4,11,-10,0
Cc1cccc(OCCn2c(=O)n(C)c3ccccc32)c1,-3,3,45,6,1,0.6,-3,-1,3
Nn1c(SCC(=O)Nc2ccc3c(c2)OCCO3)nnc(CCC(=O)O)c1=O,-9,4,2,3,-6,1.4,-5,-1,0
Cn1cccc1/C=N/N1CCN(Cc2ccc(Cl)cc2)CC1,1,6,0,-1,0,-1.2,-19,-2,-16
Cn1c(=O)[nH]c(=O)c2c1nc(NCCN)n2CCOc1ccccc1,-1,0,3,-2,2,-0.2,1,-5,2
COc1cc2c(cc1OC)CN(C(=O)C1CCCN(C(=O)c3ccc(Cl)cc3)C1)CC2 (configuration not stated),x,1,1,x,x,3.8,3,2,0
Clc1ccc(-c2nc3ncccn3c2Nc2ccc3c(c2)OCO3)cc1,-6,9,8,-7,-3,0.9,0,0,4
Cn1c(=N)n(CC(=O)c2ccc(Cl)c(Cl)c2)c2ccccc21,2,2,54*,0,-1,1.4,-15,7,-6
O=C(OCc1cccc(Cl)c1)c1cc(S(=O)(=O)N2CCCCC2)ccc1N1CCOCC1,-8,3,1,3,1,1.1,-3,9,4
O=C(Nc1ccc(F)cc1F)c1ccc(-n2cccn2)c([N+](=O)[O-])c1,1,4,-4,-1,-9,1.0,1,-2,8
O=C(CCc1nc2ccccc2s1)Nc1cccnc1,14,3,16,-2,1,-1.3,-9,-2,-1
COC(=O)C1CCN(c2cc(=O)n(-c3ccccc3Cl)c(=O)[nH]2)CC1,-1,-2,1,-3,-4,0.2,-12,-3,6

# High-throughput results deposited in PubChem BioAssay by The Scripps Research Institute Molecular Screening Center.
